# IL1B NFkB inh: blocks IL-1B driven NFkB nuclear translocation in HUVEC cells | HUVEC IL-1B NFkB p65 nuclear translocation imaging | inhibition, % at 2 µM | 94,000 compounds, 0.43% hits | AID 796;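 active means inhibition above about 30% together with a positive call from visual inspection of the well image, limit read from the data; inconclusive means inhibition above a set limit but visual check negative; inactive means inhibition not above a set limit, visual check negative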;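 further: nuclear over cytoplasmic p65 intensity ratio measured by imaging; 0% = IL-1B stimulated DMSO wells and 100% = unstimulated DMSO wells; values of inactives mirror those of a sister screen read the other way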
# MRP resist rev: reverses drug resistance mediated by MRP; H69AR cells + 2 uM doxorubicin, CellTiter-Glo, 72 h; differential viability (reversal), % at 10 µM; 85,000 compounds, 0.04% hits; AID 602;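 active means viability drop by adding the cancer drug above about 55%, with treated viability meeting a 40% cutoff, limit read from the data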;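 further: viability without doxorubicin minus viability with 2 µM doxorubicin for each compound; larger differential means the compound sensitizes cells more to doxorubicin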
# Bcl-B TR3 displacers: displacers of TR3 peptide from Bcl-B, primary screen, selectivity assay for Bfl-1 inhibitor project, biochemical, fluorescence polarization | FP displacement of FITC-TR3 peptide from Bcl-B; higher % means a stronger effect | displacement, % at 20 µM; hits with a dose series show IC50 in µM | 96,000 compounds, 0.11% hits;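 active means displacement above 50% at 20 µM plus a fluorescence interference ratio under 1.5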;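 further: plate controls were wells without compound for no effect and wells lacking Bcl-B protein for full effect; a part of the inactive calls stands beside numbers as strong as those of hits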
# PLAP inhibitors HTS: inhibition of human placental alkaline phosphatase – biochemical, luminescence, HTS (AID 690); purified PLAP, luminescent substrate; higher % means a stronger effect; inhibition, % at 20 µM; hits with a dose series show IC50 in µM; 96,000 compounds, 0.08% hits; in the data active means a potency from the dose series; inactive means the rest, 99 in 100 with inhibition below about 30%; further: strong numbers were not always called active
# NFkB transloc pot: enhances IL-1B driven NFkB nuclear translocation; HUVEC IL-1B NFkB p65 nuclear translocation imaging; 94,000 compounds, 0.3% hits; activation, % at 2 µM;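 active means activation above 40%, about the mean plus 3 SD, also judged a hit on visual image review; inconclusive means activation above 40% but not a hit on visual review; inactive means activation not above 40% and no visual hit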;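 further: percent activation is computed from the nuclear over cytoplasmic p65 intensity ratio; values of inactives mirror those of a sister screen read the other way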
# MRP resist rev cytotoxicity: second read-out of MRP resist rev, no call of its own (marks repeat the call); viability, %; H69AR cells, CellTiter-Glo, 72 h; measured here: cytotoxicity without doxorubicin
# MRP resist rev with doxorubicin: further read-out of MRP resist rev, marked with its call; viability, %; measured here: viability with 2 uM doxorubicin; active compounds read low
# IL1B NFkB inh cell count 2 µM: further read-out of IL1B NFkB inh, marked with its call; cell count; measured here: cells passing quality filter;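 raw number of nuclei counted in each imaged well without normalization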
# NFkB transloc pot cell count 2 µM: also measured in NFkB transloc pot; calls as there; cell count; measured here: cells passing quality filter
# Starred values were filed as active, the others as inactive; ? = inconclusive; . = not tested or not shown.
# Keys: A = IL1B NFkB inh; B = IL1B NFkB inh cell count 2 µM; C = MRP resist rev; D = MRP resist rev cytotoxicity; E = MRP resist rev with doxorubicin; F = Bcl-B TR3 displacers; G = PLAP inhibitors HTS; H = NFkB transloc pot; I = NFkB transloc pot cell count 2 µM
CCC(C)NC(=O)N[C@@H](Cc1ccccc1)C(=O)O (some centres not stated)
  A = -40.6; B = 122; C = -8.4; D = 101.5; E = 109.9; F = 9.4%; G = 3.5%; H = ?; I = .

CCCn1c(=O)c2ccccc2n2c(SCC(=O)c3cc(C)n(CC4CCCO4)c3C)nnc12 (configuration not stated)
  A = .; B = .; C = 9.4; D = 93.9; E = 84.5; F = -5.0%; G = -32.7%; H = .; I = .

O=c1cc(/C=C/c2ccccc2)oc2ccccc12
  A = 9.2; B = 148; C = .; D = .; E = .; F = -1.9%; G = 9.2%; H = -9.2; I = 148

CCOC(=O)C(NC(C)=O)(Nc1ccc(S(=O)(=O)Nc2cc(C)on2)cc1)C(F)(F)F (configuration not stated)
  A = -1.5; B = 109; C = 5.9; D = 99.4; E = 93.6; F = .; G = .; H = 1.5; I = 109

O=C(CSc1ncn[nH]1)Nc1ccccc1C(=O)O
  A = -43.5; B = 171; C = -10.4; D = 96.2; E = 106.6; F = -1.6%; G = 9.9%; H = ?; I = .

COc1ccc(/C=C(\NC(=O)c2ccccc2)C(=O)N/N=C/c2ccncc2)cc1
  A = -1.5; B = 188; C = .; D = .; E = .; F = -5.2%; G = -10.2%; H = 1.5; I = 188

CCOc1ccc(C(=O)OCC(=O)c2c(N)n(C)c(=O)n(C)c2=O)cc1OCC
  A = 0.4; B = 164; C = 8.0; D = 99.4; E = 91.4; F = 1.0%; G = -21.4%; H = -0.4; I = 164

CCOc1ccc(NC(=O)N2CCC(c3ccc(C)cc3)C2)cc1 (configuration not stated)
  A = 2.1; B = 174; C = -0.1; D = 98.7; E = 98.8; F = -6.2%; G = 12.7%; H = -2.1; I = 174

Cc1c(C(=O)N2CCOCC2)sc2ncnc(N3CCc4ccccc4C3)c12
  A = 11.7; B = 120; C = -17.8; D = 63.5; E = 81.3; F = 12.5%; G = -24.1%; H = -11.7; I = 120

O=C(NCCCn1ccnc1)c1cc(-c2ccc3c(c2)OCO3)on1
  A = -22.4; B = 132; C = .; D = .; E = .; F = -4.7%; G = 16.6%; H = 22.4; I = 132

CCN1CCN(C(=O)c2cc(-c3cccnc3)nc3ccc(Br)cc23)CC1
  A = 4.6; B = 149; C = 17.3; D = 80.1; E = 62.8; F = 22.9%; G = -57.0%; H = -4.6; I = 149

COCCNC(=O)CCCCCN1C(=O)CCC1=O
  A = -10.7; B = 164; C = -3.2; D = 95.5; E = 98.7; F = 0.7%; G = -0.6%; H = 10.7; I = 164

Cc1cccc(C2CC(c3ccc(F)cc3)Nc3nc(N)nn32)c1 (configuration not stated)
  A = 3.5; B = 174; C = 8.7; D = 100.2; E = 91.6; F = -9.9%; G = -58.7%; H = -3.5; I = 174

CCN(CC)CCNc1ncnc2c1sc1nc(N3CCOCC3)c3c(c12)CC(C)(C)SC3
  A = -14.5; B = 173; C = -2.5; D = 2.6; E = 5.1; F = 4.4%; G = -45.5%; H = 14.5; I = 173

Cc1ccc(N2CCN(C(=O)c3ccccc3NC(=O)/C=C\C(=O)O)CC2)cc1
  A = -3.2; B = 160; C = .; D = .; E = .; F = 0.1%; G = -19.3%; H = 3.2; I = 160

O=C(Nc1cccc(F)c1)OC(CN1CCCCC1)C(F)(F)F (configuration not stated)
  A = -5.7; B = 171; C = .; D = .; E = .; F = -6.7%; G = 20.3%; H = 5.7; I = 171

Cc1cc(NC(=O)NC2CCCN2S(=O)(=O)c2ccc(Cl)cc2)no1 (configuration not stated)
  A = -0.6; B = 214; C = 23.2; D = 89.3; E = 66.1; F = -5.0%; G = -29.2%; H = 0.6; I = 214

COc1ccc(-c2noc(CN3C(=O)c4ccccc4C3=O)n2)cc1
  A = -10.1; B = 129; C = 11.7; D = 100.0; E = 88.3; F = 7.7%; G = -13.7%; H = 10.1; I = 129

COc1cc(-c2nc3c(c(C)nn3-c3ccccc3)c3cc(OC)c(OC)cc23)ccc1O
  A = 4.6; B = 117; C = .; D = .; E = .; F = 1.4%; G = -26.6%; H = -4.6; I = 117

COc1ccccc1NC(=O)CN(c1ccccc1F)S(C)(=O)=O
  A = -13.3; B = 101; C = -16.7; D = 73.6; E = 90.3; F = -5.6%; G = 22.3%; H = 13.3; I = 101

Oc1ccccc1-c1nc(N2CCN(Cc3ccccc3)CC2)c2ccccc2n1
  A = -6.2; B = 159; C = -16.7; D = 89.2; E = 106.0; F = -11.8%; G = -22.8%; H = 6.2; I = 159

NCCc1nnc(SCc2c(F)cccc2Cl)o1
  A = -14.0; B = 175; C = 2.0; D = 102.0; E = 100.0; F = 3.0%; G = 10.8%; H = 14.0; I = 175

Cc1ccc(OCC(=O)N/N=C/c2cn[nH]c2-c2ccc(Cl)c(Cl)c2)cc1
  A = -5.3; B = 84; C = .; D = .; E = .; F = -22.4%; G = -4.6%; H = 5.3; I = 84

CCCCNC(=O)Nc1nnc(-c2ccccc2)o1
  A = -9.6; B = 152; C = -7.8; D = 73.6; E = 81.4; F = 8.1%; G = -113.0%; H = 9.6; I = 152

COc1ccccc1C(O)Cc1nc2ccccc2n1C (configuration not stated)
  A = 9.6; B = 88; C = 10.6; D = 93.5; E = 83.0; F = -1.6%; G = -10.0%; H = -9.6; I = 88

CCOC(=O)N1CCC(NC(=O)CCc2nc(-c3ccc(C)cc3)no2)CC1
  A = -19.8; B = 142; C = -2.8; D = 97.4; E = 100.2; F = -7.7%; G = -76.5%; H = 19.8; I = 142

CCOC(=O)c1cnc2ccc(Br)cc2c1NCCO
  A = -1.8; B = 73; C = -8.8; D = 67.3; E = 76.1; F = -3.8%; G = 14.3%; H = 1.8; I = 73

CCCCC(c1nnnn1CC1CCCO1)N1CCN(Cc2ccccc2)CC1 (configuration not stated)
  A = -7.8; B = 91; C = 10.1; D = 100.7; E = 90.6; F = .; G = .; H = 7.8; I = 91

CC(C)CC(NC(=O)C(NC(=O)OC(C)(C)C)C(C)C)C(=O)N1CCCC1C(N)=O (configuration not stated)
  A = -2.4; B = 138; C = 12.1; D = 90.7; E = 78.6; F = -9.3%; G = 2.2%; H = 2.4; I = 138

COc1ccc(-c2csc3nc(C)n(-n4cccc4)c(=O)c23)cc1OC
  A = 2.1; B = 87; C = 17.2; D = 98.3; E = 81.1; F = -3.0%; G = -15.3%; H = -2.1; I = 87

C=CCn1c(Oc2cc(C)ccc2C)nc2c1c(=O)n(C)c(=O)n2C
  A = 2.1; B = 123; C = 10.3; D = 78.7; E = 68.3; F = -5.7%; G = -7.3%; H = -2.1; I = 123

O=C(Nc1cnc2sccn2c1=O)c1ccc(Cl)cc1Cl
  A = 6.8; B = 182; C = .; D = .; E = .; F = -7.3%; G = -10.8%; H = -6.8; I = 182

CN(C)S(=O)(=O)c1ccc(C(=O)NCCOc2ccccc2)cc1
  A = -5.5; B = 118; C = 12.2; D = 102.2; E = 90.0; F = 3.0%; G = 5.2%; H = 5.5; I = 118

Cc1cc[n+](-c2nc([O-])n(-c3ccccc3)c2C=O)cc1
  A = -3.9; B = 128; C = 6.6; D = 106.8; E = 100.2; F = .; G = .; H = 3.9; I = 128

COc1ccccc1CNC(=O)CCNS(=O)(=O)c1cccc2nsnc12
  A = .; B = .; C = -3.2; D = 103.0; E = 106.2; F = -5.3%; G = 22.9%; H = .; I = .

CSc1nnc([C@H](C)NC(=O)OC(C)(C)C)o1
  A = 3.0; B = 117; C = -3.2; D = 96.9; E = 100.1; F = -0.1%; G = 12.0%; H = -3.0; I = 117

O=S(=O)(NCCSc1ccccc1)c1cccs1
  A = -6.6; B = 144; C = 9.4; D = 94.0; E = 84.6; F = -0.1%; G = -7.8%; H = 6.6; I = 144

O=C(CSc1nc2ccccc2o1)Nc1nncs1
  A = -5.5; B = 141; C = .; D = .; E = .; F = -5.2%; G = 14.1%; H = 5.5; I = 141

CCOC(=O)CSc1nnc(Cc2ccccc2)n1Cc1ccco1
  A = -5.0; B = 158; C = 1.4; D = 98.2; E = 96.8; F = -2.3%; G = 17.4%; H = 5.0; I = 158

COc1ccc2c(c1)c(C(=O)CN1CCC(C(N)=O)CC1)c(C)n2C
  A = 8.2; B = 198; C = .; D = .; E = .; F = -4.8%; G = 0.5%; H = -8.2; I = 198

O=C(Cn1cnc2c(nnn2-c2ccccc2)c1=O)NCCc1ccccc1
  A = .; B = .; C = 11.0; D = 95.2; E = 84.2; F = -5.4%; G = 2.1%; H = .; I = .

COC(=O)Cn1c(CCS(=O)(=O)c2ccc(C)cc2)nc2ccccc21
  A = 1.2; B = 118; C = 1.3; D = 63.1; E = 61.8; F = -1.7%; G = -6.4%; H = -1.2; I = 118

CCOC(=O)C(=CNc1cccc(C)c1C)C(=O)OCC
  A = -15.9; B = 147; C = .; D = .; E = .; F = -1.4%; G = .; H = 15.9; I = 147

O=S(=O)(NCC(c1cccnc1)N1CCN(c2ccc(F)cc2)CC1)c1cc(F)ccc1F (configuration not stated)
  A = -10.6; B = 154; C = -12.1; D = 80.3; E = 92.4; F = .; G = .; H = 10.6; I = 154

COCc1c(C(=O)OC)nnn1-c1ccccc1
  A = -6.0; B = 153; C = 3.3; D = 97.7; E = 94.4; F = .; G = .; H = 6.0; I = 153

Cc1ccc(NC(=O)c2cc(-c3cccc(O)c3)on2)cc1C
  A = -24.3; B = 57; C = -13.7; D = 95.4; E = 109.1; F = -5.7%; G = 18.4%; H = 24.3; I = 57

CC1CCN(C(=O)C(Cc2ccccc2)NS(=O)(=O)c2ccc3c(c2)oc(=O)n3C)CC1 (configuration not stated)
  A = -5.0; B = 197; C = 9.5; D = 86.6; E = 77.1; F = -5.8%; G = -16.5%; H = 5.0; I = 197

O=c1[nH]c2ccccc2cc1-c1noc(-c2cccnc2)n1
  A = -23.2; B = 137; C = -1.9; D = 75.3; E = 77.2; F = 6.2%; G = 11.7%; H = 23.2; I = 137

CC1(C)N([O-])C(c2ccccc2)=C[N+](=O)C1(C)C
  A = 3.4; B = 174; C = -5.1; D = 85.8; E = 91.0; F = -2.6%; G = -12.9%; H = -3.4; I = 174

Nn1c(SCC(=O)Nc2ccc(F)c(F)c2)nnc1C1CCCCC1
  A = -7.2; B = 84; C = 11.1; D = 89.4; E = 78.3; F = -9.8%; G = -1.6%; H = 7.2; I = 84

Cc1ccc(S(=O)(=O)NCc2nc3ccccc3[nH]2)cc1
  A = -5.5; B = 147; C = 0.4; D = 96.5; E = 96.1; F = 8.1%; G = -125.8%; H = 5.5; I = 147

Cc1sc2ncnc(NCCCO)c2c1C
  A = -4.2; B = 204; C = 3.7; D = 83.7; E = 80.0; F = -3.4%; G = -5.1%; H = 4.2; I = 204

CCOc1ccc(C(=S)N2CCOCC2)cc1OC
  A = -2.4; B = 107; C = 14.9; D = 108.5; E = 93.6; F = .; G = .; H = 2.4; I = 107

Clc1ccc(-c2ccc(SCc3ccccn3)nn2)cc1
  A = -16.7; B = 172; C = -5.1; D = 92.5; E = 97.5; F = -10.0%; G = 34.5%; H = 16.7; I = 172

O=C1CC(C(F)(F)C(F)(F)C(F)(F)F)=Nc2ccccc2N1
  A = 0.1; B = 157; C = -3.3; D = 83.8; E = 87.1; F = .; G = .; H = -0.1; I = 157

Cc1ccc(-n2nc(C)c3c(C)c(CCC(=O)NCc4ccco4)c(C)nc32)cc1
  A = -3.0; B = 150; C = -14.0; D = 42.4; E = 56.4; F = 1.6%; G = -17.4%; H = 3.0; I = 150

# Arranged by the number under PLAP inhibitors HTS (lowest first): some entries from above.
Compound,PLAP inhibitors HTS
Cc1ccc(S(=O)(=O)NCc2nc3ccccc3[nH]2)cc1,-125.8%
CC1(C)N([O-])C(c2ccccc2)=C[N+](=O)C1(C)C,-12.9%
Cc1ccc(NC(=O)c2cc(-c3cccc(O)c3)on2)cc1C,18.4%

# The list is partial, so the mix of outcomes need not match the whole.
